# Bioassay records from PubChem BioAssay.
# V-ATPase pHluor: regulators of yeast V-ATPase proton transport. S. cerevisiae, pHLuorin cytosolic pH fluorescence. response, % at 10 µM. 350,000 compounds, 0.37% hits. AID 504577; in the data active = response mostly above about 7.3%, no sharp cut-off; inactive = mostly below about 5.4%; also: actives read high; inactives centre near 0; some compounds called inactive have numbers as strong as hits; reference of the scale not given here
# NSD2 inh: NSD2 (human) methyltransferase inhibition; O96028; NSD2 peptide methylation, AlphaScreen, 120 min; inhibition, % at 12.5 µM; 310,000 compounds, 0.54% hits; in the data active = inhibition above about 50%
# HTR5A inv ag: counter-screen for OPRM1-OPRD1 inverse agonists: human HTR5A inverse agonism; inhibition, % at 9.3 µM; AID 504634; 340,000 compounds, 0.083% hits; P47898; HTR5A cell line, luminescence; in the data active = inhibition mostly above about 23%, no sharp cut-off; inactive = mostly below about 18%;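 also: 0% = cells with DMSO and 100% = no-cell wells with DMSO; some compounds called inactive have numbers as strong as hits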
# Wnt act: activates Wnt/beta-catenin signaling in a reporter cell assay; 300,000 compounds, 1.2% hits; activator, plate reader; activation, % at 9.35 µM; in the data active = activation above about 30%, passing the limit was not always enough;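 also: 0% = neutral control wells and 100% = positive control wells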
# dFosB act: mouse delta FosB homodimer activation; P13346; purified delta FosB, TAMRA-CDK5 oligo fluorescence polarization; percent of positive-control signal above neutral wells; 340,000 compounds, 0.99% hits; AID 493131; activation, % at 25 µM;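 active = mean activation above about 17%, with every replicate also reaching it, limit read from the data, passing the limit was not always enough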;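 also: fluorescence polarization rise as delta FosB binds a TAMRA Cdk5 AP-1 oligo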
# Target sequence (P13346 whole entry, looked up): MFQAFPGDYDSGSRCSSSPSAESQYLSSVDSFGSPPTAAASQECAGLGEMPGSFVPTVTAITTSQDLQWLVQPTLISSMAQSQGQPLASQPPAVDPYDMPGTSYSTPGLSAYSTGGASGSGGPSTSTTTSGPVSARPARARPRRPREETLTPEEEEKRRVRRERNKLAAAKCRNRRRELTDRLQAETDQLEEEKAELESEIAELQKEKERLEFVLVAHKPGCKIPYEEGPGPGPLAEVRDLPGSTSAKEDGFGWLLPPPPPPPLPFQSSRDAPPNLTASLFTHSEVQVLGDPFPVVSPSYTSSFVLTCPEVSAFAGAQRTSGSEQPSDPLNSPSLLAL
# CDK5 inh: blocks human CDK5/p35 kinase activity; Q00535+Q15078; Recombinant CDK5/p35, ADP-Glo luminescence, 60 min; inhibition, % at 10 µM; 330,000 compounds, 0.01% hits;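 active = highest replicate inhibition of at least 50% and at least 75% of replicates reaching 50%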;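 also: plate controls were DMSO neutral control for no effect and GW8510 at 10 µM for full effect; many of its hits are not listed in these tables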
# SR-BI DiI inh: blocks mouse SR-BI lipid uptake from DiI-HDL; inhibition, % at 12.5 µM; Q61009; 320,000 compounds, 0.96% hits; AID 488896; ldlA[mSR-BI] CHO cells, DiI-HDL uptake fluorescence, 3 h;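 active = mean replicate inhibition of at least 70% and a set share of replicates each scoring 70 or more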;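 also: 0% = median of neutral control wells and 100% = median of positive control wells; values of inactives mirror those of a sister screen read the other way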
# Target sequence (Q61009 whole entry, looked up): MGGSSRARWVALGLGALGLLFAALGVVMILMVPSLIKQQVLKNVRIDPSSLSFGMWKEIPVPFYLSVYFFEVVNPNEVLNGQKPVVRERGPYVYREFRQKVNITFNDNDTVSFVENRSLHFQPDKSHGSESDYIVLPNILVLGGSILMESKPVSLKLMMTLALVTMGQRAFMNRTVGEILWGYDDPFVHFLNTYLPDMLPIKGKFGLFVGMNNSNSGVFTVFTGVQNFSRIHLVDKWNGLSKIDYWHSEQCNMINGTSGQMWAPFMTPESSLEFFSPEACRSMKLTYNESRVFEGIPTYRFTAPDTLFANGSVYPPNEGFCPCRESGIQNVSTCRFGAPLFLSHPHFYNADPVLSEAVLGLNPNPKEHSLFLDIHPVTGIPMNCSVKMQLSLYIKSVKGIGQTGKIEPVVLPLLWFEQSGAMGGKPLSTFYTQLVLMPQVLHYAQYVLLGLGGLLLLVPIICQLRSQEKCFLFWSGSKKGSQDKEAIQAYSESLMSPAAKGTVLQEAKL
# PvdQ acylase: P. aeruginosa PvdQ acylase inhibition. purified PvdQ acylase, fluorescence plate reader. inhibition, % at 10 µM. 340,000 compounds, 0.063% hits; in the data active = inhibition above about 30%, passing the limit was not always enough;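 also: 0% = vehicle neutral wells and 100% = reference inhibitor wells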
# MITF TRPM1 HTS: MITF TRPM1 promoter activation in melanoma cells | activation, % at 12.5 µM | 300,000 compounds, 0.75% hits | SK-MEL-5 TRPM1-promoter luciferase, 24 h; % of positive control, neutral wells = 0;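 active = mean activation of at least 80% with every replicate also reaching 80%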;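 also: 0% = neutral control wells and 100% = parthenolide positive control wells; values of inactives mirror those of a sister screen read the other way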
# HTR5A ag ctr: HTR5A agonism, opioid heterodimer counter-screen; HTR5A agonist assay, luminescence, cell-based; activation, % at 9.3 µM; 340,000 compounds, 0.61% hits; in the data active = activation mostly above about 9.5%, no sharp cut-off; inactive = mostly below about 7.6%;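 also: 0% = cells with vehicle only and 100% = reference agonist; strong numbers were not always called active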
# The depositor's hits bear a star; . = no result given.
entry	smiles	Wnt act	HTR5A ag ctr	SR-BI DiI inh	HTR5A inv ag	dFosB act	MITF TRPM1 HTS	V-ATPase pHluor	NSD2 inh	PvdQ acylase	CDK5 inh
1	O=C(N/N=C/c1ccc(Sc2nc3ccccc3s2)c([N+](=O)[O-])c1)c1ccccn1	.	1	36	-1	-4	2	-5	-3	6	4.5
2	O=[N+]([O-])c1ccccc1/C=C/CN1CCCCC1CO (centres undefined)	4	3	-4	-10	2	.	1	7	0	-0.8
3	C=CCn1c(C)cc(C(=O)COC(=O)CNC(=O)c2ccccc2)c1C	0	1	-8	-2	-4	4	-3	32	-6	0.6
4	CN(C)CCCNC(=O)c1ccccn1	-2	2	-11	-5	2	1	3	0	1	-0.2
5	Cc1ccc(-c2nc(CS(=O)(=O)CC(=O)NCCN3CCCC3)c(C)o2)cc1	1	9	-3	2	-4	-4	-2	2	-3	-1.4
6	Nc1[nH]c(=O)[nH]c(=O)c1N=Nc1ccc(C(=O)O)cc1	12	2	-9	-8	-5	-5	2	0	-8	2.6
7	Cc1cc(C)cc(C(=O)NCCCN2CCOCC2)c1	0	4	-11	-2	-1	11	3	-7	-14	-1.0
8	Cc1ccc(NC(=O)Cn2ncn3c(cc4ccccc43)c2=O)c(C)c1	1	-1	23	3	-3	-2	-4	0	13	2.6
9	O=C(CCc1nc2ccccc2c(=O)[nH]1)N1CCN(S(=O)(=O)c2cc(Cl)ccc2Cl)CC1	-1	2	-3	-6	-12	12	7	3	-6	-2.5
10	COCC(=O)NC1CCN(CC(=O)Nc2ccc(OC)cc2[N+](=O)[O-])CC1	-3	6	-11	4	-4	8	-2	0	-3	-3.5
11	O=C(Nc1cc2c(cc1Cl)-c1ccc([N+](=O)[O-])cc1C2=NO)C(F)(F)F	.	-3	-2	11	-2	-4	-2	2	-8	2.0
12	CCOc1ccc(OCCC(=O)N(CC(C)C)c2c(N)n(Cc3ccccc3)c(=O)[nH]c2=O)cc1	-2	7	32	-17	0	1	-1	36	0	1.0
13	COCCn1c(SCC(=O)Nc2ccc(Cl)cn2)nnc1-c1ccncc1	1	6	-10	-17	0	6	-1	-3	-23	-11
14	CCCCNC(=O)Nc1c(C(=O)OCC)[nH]c2ccccc12	-1	-1	11	-9	4	-7	-3	-1	-10	1.0
15	O=S1(=O)CCC(=Nc2ccc(Cl)cc2)c2ccsc21	26	4	-4	-10	2	4	0	0	2	-2.1
16	CCOC(=O)c1ccc(NC(=O)COc2cc3oc(=O)c(CC(C)O)c(C)c3cc2Cl)cc1 (centres undefined)	1	-6	.	-9	3	14	-2	-7	-10	1.0
17	COc1ccc(-c2[nH]ncc2/C=C(/C#N)C(=O)NC2CCCCCC2)cc1	.	0	-3	-29	-21	9	-1	6	1	1.7
18	Cc1ccc(NC(=O)COC(=O)C2COc3ccccc3O2)cc1S(=O)(=O)N1CCOCC1 (centres undefined)	.	6	-27	-36	-5	-5	1	-4	17	0.7
19	CC(C)CC(C(=O)OCC(=O)Nc1ncc(Cl)cc1Cl)N1C(=O)c2ccccc2C1=O (centres undefined)	.	-2	18	5	-7	1	-1	6	-15	2.3
20	CN1CCC(N(C)C(=O)CCc2nc3ccccc3c(=O)[nH]2)CC1	.	2	2	-6	4	8	3	2	-4	0.4
21	NC(=O)CSc1nc(N)c2c3c(sc2n1)CCCCC3	.	2	-22	-40	-1	.	-5	-2	-1	0.0
22	O=c1c2ccc(Cl)cc2nc(-c2ccc([N+](=O)[O-])cc2)n1O	0	-2	-19	6	-3	-2	3	1	3	0.5
23	CC12CN(C(=O)c3ccccc3Br)CC(C)(CN(C(=O)c3ccccc3Br)C1)C2=O	41*	-1	-15	19	-2	.	-2	6	-14	0.7
24	O=c1[nH]c(CSc2nnc(NCCCN3CCOCC3)s2)nc2cc(Cl)ccc12	.	3	-5	-8	-1	.	2	0	28	-0.3
25	Cc1ccnc(N2CCC(C(=O)NNC(=O)c3ccncc3)CC2)n1	-1	0	-9	-16	0	9	-1	-3	2	-1.1
26	CCn1c(CC(=O)Nc2ccccc2C)nnc1SCC(=O)NC1=NCCS1	-1	5	.	-6	-5	7	3	1	-12	-0.4
27	CCN(C(=O)COC(=O)c1ccc(C=O)cc1)c1c(N)n(Cc2ccccc2)c(=O)[nH]c1=O	-2	4	-2	-4	-6	-5	-2	-1	-7	-0.3
28	Cc1ccc(Cn2cccc(NC(=O)CCC3CCCC3)c2=O)cc1	3	3	.	10	-9	2	4	0	2	-0.9
29	COc1ccc(N2C(=O)CC(Sc3nc4ccccc4s3)C2=O)cc1 (centres undefined)	-1	0	-37	0	-10	-5	-1	3	-7	1.4
30	COc1ccc(C)cc1NC(=O)C12CCC(C)(C(=O)O1)C2(C)C (centres undefined)	3	-2	12	37	5	10	0	3	4	-0.4

# Reformatted with one line to a screen: part of the list above.
(21) NC(=O)CSc1nc(N)c2c3c(sc2n1)CCCCC3
(22) O=c1c2ccc(Cl)cc2nc(-c2ccc([N+](=O)[O-])cc2)n1O
(23) CC12CN(C(=O)c3ccccc3Br)CC(C)(CN(C(=O)c3ccccc3Br)C1)C2=O
(24) O=c1[nH]c(CSc2nnc(NCCCN3CCOCC3)s2)nc2cc(Cl)ccc12
(25) Cc1ccnc(N2CCC(C(=O)NNC(=O)c3ccncc3)CC2)n1
(26) CCn1c(CC(=O)Nc2ccccc2C)nnc1SCC(=O)NC1=NCCS1
(27) CCN(C(=O)COC(=O)c1ccc(C=O)cc1)c1c(N)n(Cc2ccccc2)c(=O)[nH]c1=O
(28) Cc1ccc(Cn2cccc(NC(=O)CCC3CCCC3)c2=O)cc1

entry no. | 21 | 22 | 23 | 24 | 25 | 26 | 27 | 28
Wnt act | . | 0 | 41* | . | -1 | -1 | -2 | 3
HTR5A ag ctr | 2 | -2 | -1 | 3 | 0 | 5 | 4 | 3
SR-BI DiI inh | -22 | -19 | -15 | -5 | -9 | . | -2 | .
HTR5A inv ag | -40 | 6 | 19 | -8 | -16 | -6 | -4 | 10
dFosB act | -1 | -3 | -2 | -1 | 0 | -5 | -6 | -9
MITF TRPM1 HTS | . | -2 | . | . | 9 | 7 | -5 | 2
V-ATPase pHluor | -5 | 3 | -2 | 2 | -1 | 3 | -2 | 4
NSD2 inh | -2 | 1 | 6 | 0 | -3 | 1 | -1 | 0
PvdQ acylase | -1 | 3 | -14 | 28 | 2 | -12 | -7 | 2
CDK5 inh | 0.0 | 0.5 | 0.7 | -0.3 | -1.1 | -0.4 | -0.3 | -0.9

(29) COc1ccc(N2C(=O)CC(Sc3nc4ccccc4s3)C2=O)cc1 (centres undefined)
(30) COc1ccc(C)cc1NC(=O)C12CCC(C)(C(=O)O1)C2(C)C (centres undefined)

entry no. | 29 | 30
Wnt act | -1 | 3
HTR5A ag ctr | 0 | -2
SR-BI DiI inh | -37 | 12
HTR5A inv ag | 0 | 37
dFosB act | -10 | 5
MITF TRPM1 HTS | -5 | 10
V-ATPase pHluor | -1 | 0
NSD2 inh | 3 | 3
PvdQ acylase | -7 | 4
CDK5 inh | 1.4 | -0.4

# Remaining list, next part:
entry	smiles	Wnt act	HTR5A ag ctr	SR-BI DiI inh	HTR5A inv ag	dFosB act	MITF TRPM1 HTS	V-ATPase pHluor	NSD2 inh	PvdQ acylase	CDK5 inh
31	COCCCN(C(=O)c1ccc2ccccc2n1)c1c(N)n(Cc2ccccc2)c(=O)[nH]c1=O	21	1	-11	-2	-4	23	0	1	0	0.7
32	CCc1nc2oc3ccccc3c(=O)c2c(=O)n1-c1ccccc1	53*	14*	-6	-4	-9	35	2	0	13	0.2
33	COCCNc1nnc(SCC(=O)NC(=O)c2ccc(Cl)cc2)s1	-1	2	-6	-5	1	4	-1	1	-7	2.6
34	O=C(NCCCc1ccccc1)C1CC(=O)N(c2ccc3c(c2)OCCO3)C1 (centres undefined)	.	-5	11	12	-8	-4	1	-2	-9	-1.8
35	O=C1N(c2ccc(Cl)cc2)C(c2ccc(Cl)cc2)N2CCCN12 (centres undefined)	-3	4	-14	8	-6	-8	-2	-4	-14	0.9
36	c1ccc(-n2ncc3c(NCC4CCCO4)ncnc32)cc1 (centres undefined)	24	0	-2	-13	-5	73	-1	2	-1	0.3
37	O=C(CCCC(=O)N(CC(=O)NC1CCCC1)c1ccc(F)c(Cl)c1)Nc1ccccn1	-1	2	.	-4	-7	0	2	-3	-8	-1.5
38	CCOC(=O)C1CCN(C(=O)CN2C(=O)c3cccnc3Oc3ccc(C)cc32)CC1	-1	-2	-6	-6	-9	6	1	6	-6	-0.6
39	COc1ccc(S(=O)(=O)N2CCN(c3nc(-c4cccnc4)nc4ccccc34)CC2)cc1	-3	0	15	3	18*	-6	3	-1	-8	-0.3
40	CCCC(=O)NNC(=O)c1ccoc1C	-1	-6	-5	20	6	1	2	-2	-10	0.0
41	Cc1ccc2c(c1)C1CN(C)CCC1N2S(=O)(=O)c1ccccc1F (centres undefined)	-2	.	-1	.	3	5	-2	4	2	0.6
42	Cc1c(NS(=O)(=O)c2cccc(C(=O)NCc3ccccc3)c2)c(=O)n(-c2ccccc2)n1C	.	-3	-6	-31	-4	-43	-2	-3	-2	2.5
43	Cn1c(N)c(C(=O)COC(=O)c2cccnc2Cl)c(=O)n(C)c1=O	-1	5	12	-15	-7	0	0	0	-8	-0.2
44	COc1ccccc1NS(=O)(=O)c1cc(C(=O)NCC(c2ccco2)N2CCCCC2)ccc1C (centres undefined)	-3	-2	-9	1	-5	5	-6	0	13	2.1
45	CCOC(=O)c1c(NC(=O)CSc2nnnn2CC)sc(C)c1C	.	-4	35	-36	-7	.	-1	1	4	-0.1
46	FC(F)(F)c1ccc(Cl)c(N/N=C/c2ccc(N3CCOCC3)s2)c1	.	-3	28	-6	-13	6	-2	1	-5	3.1
47	O=C(Nc1cc(S(=O)(=O)N2CCOCC2)ccc1N1CCOCC1)c1c(F)cccc1Cl	-3	-3	-6	10	-5	11	-10	-1	11	-0.1
48	CCN(c1ccc(NC(=O)COC(=O)c2ccc(S(=O)(=O)N3CCCC3)cc2)cc1)C(C)C	2	-1	-26	7	2	-9	-2	-1	-6	-4.4
49	COc1ccc(Cc2noc(CN(C)CCN3CCc4ccccc4C3)n2)cc1OC	-2	5	-3	-5	-21	-10	1	2	-5	0.1
50	O=C(c1ccccc1Cc1ccccc1)N1CCN(S(=O)(=O)c2ccccc2)CC1	-4	-1	-8	-15	-2	0	-7	-2	-5	-1.3
51	O=C(c1n[nH]c(=O)c2ccccc12)N1CCN(c2ccccc2)CC1	-1	0	-10	4	-5	-4	-6	4	0	-0.6
52	CN1C[C@@H]2[C@@H]3C(=O)N(C)C(=O)[C@@H]3[C@](Cc3ccccc3)(C1=O)N2C(=O)c1ccc(Cl)cc1	1	4	-16	0	5	-8	-1	.	-7	-1.8
53	CC1CCN(Cc2cc(=O)oc3ccc4ccccc4c23)CC1	-3	1	15	5	1	-4	2	-2	-4	1.5
54	COc1cccc(N(CC(=O)NC2CCCCC2)C(=O)CCC(=O)Nc2nccs2)c1	-3	3	-8	-4	-10	-6	2	-7	-4	-4.9
55	Cc1ccc(/C=N/Nc2ccc(F)cc2)s1	6	-3	19	10	-2	6	-3	-2	2	-0.2
56	COc1cc(Cl)cc(CN2CCC(CCC(=O)NC3CC3)CC2)c1OC	0	2	12	-6	3	-8	0	-2	5	1.6
57	CCOc1ccccc1NC(=O)CCS(=O)(=O)c1ccc(OC)cc1	-4	-6	-5	17	-2	-12	-1	4	-8	0.8
